Source: PubChem (National Center for Advancing Translational Sciences (NCATS))
RXFP1 antagonist – blocks the human relaxin receptor RXFP1 | Q9HBX9 | activity change, negative = inhibition, % at 57.5 µM | AID 1259400 | 350,000 compounds, 0.59% hits | HEK293-RXFP1, relaxin-stimulated cAMP HTRF, 30 min; stronger effect = lower value;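 active means activity change of -60% or lower, but not beyond a set lower limit; inconclusive means change between -60% and -40%, or beyond the set limit; inactive means change above -40%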; further: on the % scale 0 is the no-effect control and ±100 the full control effect
POLI inh – blocks human DNA polymerase iota activity. Q9UNA4. Pol iota fluorescent replication assay, 10 min. Potency, µM (series often up to 115 µM), inactives show at the highest dose activity, negative = inhibition, hits mostly inhibitors. 390,000 compounds, 1% hits; further: potency means the concentration at half of the fitted maximal effect
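Pol iota at 10 nM preincubated 15 min with compounds at room temperature; reaction started with fluorescent substrate, 50 nM final. Fluorescence read kinetically at 0 and 10 min; buffer-only wells as negative control.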
Tb PGK inh – inhibitors of T. brucei phosphoglycerate kinase | P07378 | PGK/GAPDH coupled, Kinase-Glo luminescence, 60 min | Potency, µM (series often up to 57.5 µM), for the others: at the top dose activity change, negative = inhibition, hits mostly inhibitors | 380,000 compounds, 0.043% hits | AID 602233; further: potency means the concentration at half of the fitted maximal effect; on the % scale 0 is the no-effect control and ±100 the full control effect; nearly all actives have a fitted effect of over 60% in size
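Recombinant glycosomal PGK reaction used 1,3-bisphosphoglycerate generated in-well by GAPDH (100nM final) in 100mM TEA pH 7.6, 5mM MgCl2, 0.01% Tween-20. After 60 minutes at room temperature, ATP was read by Kinase-Glo Plus luminescence end-point.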
Pol kappa inh – DNA polymerase kappa (human) inhibition | purified Pol kappa, fluorescent DNA synthesis assay, 10 min | Potency, µM (top dose mostly 107 µM), without a hit: at the top dose activity, negative = inhibition, usual class: inhibitors | Q9UBT6 | 400,000 compounds, 0.53% hits; further: potency means the concentration at half of the fitted maximal effect; on the % scale 0 is the no-effect control and ±100 the full control effect
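Activity was followed as the change in fluorescence between reads at 0 and 10 min after starting the reaction with 50 nM substrate. Beforehand, 10 nM polymerase had been preincubated with compound for 15 min at room temperature.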
BLM inh – inhibitors of human Bloom syndrome helicase BLM; 350,000 compounds, 0.2% hits; recombinant BLM DNA unwinding, fluorescence dequenching; Potency, µM (highest dose often 56.1 µM), for inactives: top-dose activity change, negative = inhibition, hits mostly inhibitors;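 further: potency means the concentration at half of the fitted maximal effect; plate controls were vehicle for no effect and no enzyme for full effect; nearly all actives have a fitted effect of over 35% in size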
Pol eta inh – inhibitors of human DNA polymerase eta | Q9Y253 | Potency, µM (top dose mostly 114 µM), for inactives: at the top dose activity change, negative = inhibition, hits mostly inhibitors | recombinant Pol eta, fluorescent DNA replication assay | 390,000 compounds, 1.2% hits; further: potency means the concentration at half of the fitted maximal effect; on the % scale 0 is the no-effect control and ±100 the full control effect
Target sequence (Q9Y253 whole entry, looked up): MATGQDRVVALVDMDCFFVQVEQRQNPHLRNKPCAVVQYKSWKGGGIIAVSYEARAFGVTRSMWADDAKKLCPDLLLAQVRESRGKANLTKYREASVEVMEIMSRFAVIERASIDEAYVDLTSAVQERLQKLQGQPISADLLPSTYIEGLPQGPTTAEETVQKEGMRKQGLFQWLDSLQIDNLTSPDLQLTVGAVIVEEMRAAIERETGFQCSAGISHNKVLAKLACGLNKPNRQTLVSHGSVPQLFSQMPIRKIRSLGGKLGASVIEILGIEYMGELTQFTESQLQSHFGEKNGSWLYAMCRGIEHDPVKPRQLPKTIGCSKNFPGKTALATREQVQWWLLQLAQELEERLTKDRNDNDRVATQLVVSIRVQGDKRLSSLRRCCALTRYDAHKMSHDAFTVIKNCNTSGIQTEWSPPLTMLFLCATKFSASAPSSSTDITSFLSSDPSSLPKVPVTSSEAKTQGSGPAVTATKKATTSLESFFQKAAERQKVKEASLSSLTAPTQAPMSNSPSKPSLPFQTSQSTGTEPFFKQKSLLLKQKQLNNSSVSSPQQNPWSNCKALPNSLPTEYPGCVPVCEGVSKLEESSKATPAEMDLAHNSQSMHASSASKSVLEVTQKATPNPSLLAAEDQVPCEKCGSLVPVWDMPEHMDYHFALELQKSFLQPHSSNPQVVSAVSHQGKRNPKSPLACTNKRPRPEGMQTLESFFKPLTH
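Pol eta (10 nM) was preincubated with compounds for 15 min at room temperature, after which fluorescent replication substrate (50 nM final) was added to start the reaction. Fluorescence was read kinetically at 0 and 10 min.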
Anesthetic bind – binds horse apoferritin like a general anesthetic; Potency, µM (top dose mostly 77.5 µM), for the others: at the highest dose activity change, negative = displacement, usual class: inhibitors; 350,000 compounds, 0.074% hits; apoferritin/1-aminoanthracene competitive binding, fluorescence; further: potency means the concentration at half of the fitted maximal effect; on the % scale 0 is the no-effect control and ±100 the full control effect; nearly all actives have a fitted effect of over 20% in size
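Horse-spleen apoferritin (10 uM) was mixed with 50% saturated 1-aminoanthracene in PBS, exposed to compounds for 10 min at room temperature, and read for fluorescence (ex 380 nm, em 535 nm). Competitive displacement was fitted with a four-parameter Hill equation.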
Pol beta inh – inhibitors of human DNA polymerase beta; P06746; Pol beta primer extension/strand displacement, fluorescence kinetic; Potency, µM (top dose mostly 114 µM), for inactives: at the highest dose activity change, negative = inhibition, most hits filed as inhibitors; 340,000 compounds, 1.3% hits; AID 485314; further: potency means the concentration at half of the fitted maximal effect; on the % scale 0 is the no-effect control and ±100 the full control effect
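Curves were derived by four-parameter Hill fits of normalized qHTS data. The kinetic fluorescent primer-extension read was taken at 0 and 10 min after 50 nM substrate, following a 15 min room-temperature preincubation of 10 nM enzyme with compounds.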
APEX1 inh – blocks human APE1 abasic DNA cleavage | P27695 | recombinant APE1, TAMRA/BHQ-2 abasic DNA cleavage fluorescence | Potency, µM (titrated, usually from 65.8 µM), for the others: at the top dose activity change, negative = inhibition, most hits filed as inhibitors | 350,000 compounds, 0.35% hits | AID 2517;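 further: potency means the concentration at half of the fitted maximal effect; plate controls were vehicle for no effect and reference inhibitor for full effect; nearly all actives have a fitted effect of over 55% in size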
Target sequence (P27695 whole entry, looked up): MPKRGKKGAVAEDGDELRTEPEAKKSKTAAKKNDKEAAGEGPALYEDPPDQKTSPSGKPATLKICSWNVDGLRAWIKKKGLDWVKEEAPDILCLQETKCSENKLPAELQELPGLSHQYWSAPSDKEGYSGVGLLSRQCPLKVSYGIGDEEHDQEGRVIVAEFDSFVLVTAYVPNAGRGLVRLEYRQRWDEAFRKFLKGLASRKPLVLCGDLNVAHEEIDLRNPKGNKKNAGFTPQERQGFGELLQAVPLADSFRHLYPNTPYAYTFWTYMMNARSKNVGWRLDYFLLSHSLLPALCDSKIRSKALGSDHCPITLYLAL
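Kinetic fluorescence read (525 ex/598 em nm, three reads 60 s apart) of AP-site incision; signal = third minus first read. Enzyme 0.75 nM, dual-labelled THF duplex 50 nM, compound preincubation 15 min RT.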
Numbers without * were called inactive; i = inactive; ? = inconclusive; nt = no result given; [ ] = dose if it differs, or a comment. Unless noted, the call rests on the fitted dose curve; in most records, active means well fitted curve in the direction sought with a large enough effect; inconclusive means small, poorly fitted or top-dose-only effect, or another doubt; inactive means no such curve, though single readings can be large; an effect the other way counts as inactive or inconclusive. This is a subset; count on the stated rates, not on these rows.

Every second line gives: RXFP1 antagonist, POLI inh, Tb PGK inh, Pol kappa inh, BLM inh, Pol eta inh, Anesthetic bind, Pol beta inh, APEX1 inh
1. COc1ccc2cc(CNc3ccc(C)cc3)c(=O)n(CC(=O)Nc3cccc(Cl)c3C)c2c1
→ nt, -19%, -2%, -8%, -2%, -5%, -8%, 3%, nt
2. Cc1nn(C)c(C(=O)Nc2cccc(CN3CCOCC3)c2)c1Br
→ 1, 3%, 5%, -15%, 4%, -12%, 7%, 13%, -2%
3. O=C(Cc1ccc(Cl)cc1)Nc1cccnc1
→ -6, 2%, -9%, 4%, -3%, -11%, -1%, 7%, 33%
4. Clc1cc2nc[nH]c2cc1Cl
→ 2, 66%[activator], -1%, 0%, 1%, -20%, -8%, -11%, 1%
5. COc1ccc(/C=C/c2nc(C)c(-c3ccccc3)c(=O)[nH]2)cc1OC
→ 0, 13%, i, -11%[60.1 µM], 0%, -18%, -7%, 2%, 1%
6. CN1CCN(c2ccc(NC(=O)c3ccc4c(c3)[nH]c(=O)n4Cc3ccc(F)cc3)cc2)CC1
→ -10, -2%, 4%, -2%, -2%, -11%, 5%, 19%, 23%
7. COc1ccc(NC(=O)c2sc3nc(N4CCOCC4)c4c(c3c2N)CC(C)(C)OC4)cc1
→ -4, 10%, -2%, 4%, -5%, -18%, -1%, 70%, -13%
8. CC(=O)OC[C@H]1O[C@H](C/C=N/O[C@@H](C)c2cn([C@H](CO)Cc3ccccc3)nn2)C=C[C@@H]1OC(C)=O
→ nt, nt, nt, nt, 1%, nt, 1%, 24%, 20%
9. CCCCN(CCCC)S(=O)(=O)c1ccc2oc(C(=O)NCc3ccc(C)cc3)c(C)c2c1
→ -10, 13%, -5%, 5%[60.1 µM], -8%, -26%, -4%, -27%, nt
10. CN(C)CCCNC(=S)Nc1ccc(Oc2ccccc2)cc1
→ -9, 168%[activator], -11%, -5%, 3%, -16%, ?, -12%, 8%
11. CCN(c1ccccc1)S(=O)(=O)c1ccc(OC)c(NC(=O)c2ccccc2OC)c1
→ -12, 14%, -4%, 1%, nt, -12%, nt, nt, 34%[activator]
12. N#Cc1ncc(C(F)(F)F)cc1Oc1cccnc1
→ 13, 26%, -5%, -16%, -8%, 10%, 1%, -25%, ?
13. Cc1ccc(-n2c(-c3ccc(Cl)cc3)n[nH]c2=S)c(C)c1
→ -11, 27%, -9%, 7%, -6%, -7%, -16%, 16%, 13%
14. Cc1nc(N2CCN(C(=O)c3ccco3)CC2)[nH]c(=O)c1C
→ 6, 12%, 10%, 0%, -2%, -15%, -4%, 28%, 10%
15. O=C(CN1c2cccc3cccc(c23)S1(=O)=O)Nc1ccccc1
→ -9, 128%[activator], -6%, 2%, -3%, -13%, -2%, -6%, -1%
16. CC(C)OP(=O)(OC(C)C)C1(O)C(=O)Nc2ccccc21 (stereo not drawn)
→ -1, 3%, -5%, 4%, 0%, 7%, -6%, 22%, 2%
17. CCCn1c(SC2C(=O)CC(C)(C)CC2=O)nc2c1c(=O)n(C)c(=O)n2C
→ 1, 1%, -5%, 0%, -1%, -10%, -8%, 38%, -7%
18. Cc1c(N/C=C/C(=O)c2ccc(Cl)cc2)c(=O)n(-c2ccccc2)n1C
→ -25, 23%, i, -4%[60.1 µM], -3%, 4%, ?, 11%, 2%
19. NC(=O)CC(NC(=O)Cc1ccc(Cl)cc1)c1ccc(N2CCN(c3ccccn3)CC2)c([N+](=O)[O-])c1 (stereo not drawn)
→ nt, 0%, -8%, 15%, -1%, -5%, -15%, 8%, -5%
20. Cc1cc(C)n(-c2ccc3nnc(C)n3n2)n1
→ -4, -12%[58.9 µM], i, 0%, 2%, -13%, -12%, 31%, ?
21. CS(=O)(=O)N(Cc1ccccc1)c1ccc(C(=O)NCCSCc2ccco2)cc1
→ -3, ?, 2%, -15%, -9%, -3%, -4%, ?, 8%
22. COc1ccc(NC(=O)N2CCc3c(sc4c3CCCC4)C2c2ccc(F)cc2)cc1 (stereo not drawn)
→ -7, -4%, 5%, -6%[60.1 µM], -11%, -5%, 43%[activator], 1%, nt
23. Cc1ccccc1NC(=O)Cn1c(CCC(=O)O)ccc1-c1cccs1
→ -1, 90%[activator], i, 3%, -7%, -22%, 7%, 0%, 11%
24. CCOc1ccc(OCC)c(NC(=O)CCCN2C(=O)c3cccnc3C2=O)c1
→ 10, -9%, -10%, -13%, 0%, -2%, -9%, 6%, 1%
25. Cc1ccc(C)c(/C=C(\C(=O)O)c2ccc(S(=O)(=O)N3CCCCC3)s2)c1
→ -12, ?, -3%, ?, -8%, 50µM*, -23%, 22µM*, ?
26. CCN(CC)S(=O)(=O)c1ccc(C)c(NC(=S)Nc2cccc(S(=O)(=O)N3CCCCCC3)c2)c1
→ 4, -3%, -2%, -14%, -7%, -4%, ?, -1%, -1%
27. C/C=C/c1ccc(OC(C)=O)c(OC)c1
→ nt, 76%[activator], 1%, -7%, 0%, -4%, -2%, 0%, 1%
28. Cc1ccc2c(c1)-c1c(cnn1CC(=O)Nc1ccccc1N1CCN(C)CC1)CO2
→ -26, -14%, 3%, -16%, 1%, -17%, -7%, -8%, -7%
29. CCOc1cc(N2CCOCC2)c(OCC)cc1NC(=O)COC(=O)CCOc1cc(C)ccc1C
→ -1, 43%[activator], -4%, 0%, nt, -1%, nt, nt, 10%
30. COc1ccc(O)c(/C=N/NC(=O)c2ccc(OCc3cccc(Br)c3)cc2)c1
→ -19, ?, 1%, -9%, -15%, -10%, -19%, 16µM*, 10%
31. COc1ccc(F)cc1CN1CCN(C(=O)CCC(=O)Nc2nnc(C3CCCCC3)s2)CC1
→ 1, 21%, -1%, -2%, -3%, -18%, 1%, 3%, 64%[activator]
32. COc1ccc2[nH]c(C)c(CCN3C(=O)C4C5C=CC(C5)C4C3=O)c2c1 (stereo not drawn)
→ -21, 15%, -7%, -19%, -1%, -26%, -11%, 10%, 8%
33. C/C(=N\NC(=O)c1nc2ccccn2c1C)c1ccc2c(c1)OCO2
→ 7, 8%, -5%, -28%, -6%, -6%, -3%, 21%, -7%
34. O=C(CN1CCCCCC1)Nc1ccc([N+](=O)[O-])cc1Cl
→ -19, 240%[activator], 0%, -6%, -2%, -23%, -10%, 18%, 1%
35. O=C(CCCn1c(SCC(=O)c2ccc(F)cc2)nc2ccccc2c1=O)NCc1ccccc1
→ -7, 21%, 0%, -14%, -1%, -6%, -19%, -9%, 5%
36. CN(C1CCCCC1)S(=O)(=O)c1ccc2[nH]c(=O)oc2c1
→ 1, ?, -9%, 0%, -5%, -15%, -11%, 35%, ?
37. C=CCN(CC=C)S(=O)(=O)c1ccc(C(=O)Nc2nnc(CSC)o2)cc1
→ -6, 12%, -1%, 5%, -2%, -13%, -11%, 10%, -3%
38. CCc1ccc(C(c2ccccc2)c2c(C)[nH]c3ccccc23)s1 (stereo not drawn)
→ nt, 3%, 9%, -19%, -3%, -20%, 32%[activator], 5%, nt
39. COc1cccc(C(=O)CSc2nnnn2C)c1
→ 1, ?, -2%, -4%, -2%, -3%, ?, 2%, 2%
40. CCCc1cc(-c2n[nH]c(=S)n2-c2cccc(C)c2)cs1
→ -31, 72%[activator], -1%, 0%, -4%, -21%, ?, -11%, 3%

Continuation:
No. | Structure | RXFP1 antagonist | POLI inh | Tb PGK inh | Pol kappa inh | BLM inh | Pol eta inh | Anesthetic bind | Pol beta inh | APEX1 inh
41 | CCOc1ccc(CN(Cc2ccco2)S(=O)(=O)c2ccc(-n3cnnn3)c(OC)c2)cc1 | 3 | -5% | -6% | -9% | -7% | -17% | 15% | -19% | -3%
42 | Cc1ccc(-c2nc3[nH]c(=O)cc(NC(=O)c4cccs4)n3n2)cc1 | -4 | 5% | -2% | -8% | -4% | -12% | -3% | -14% | -5%
43 | Cc1noc(C)c1CN1C(=O)NC(Cc2ccccc2)(Cc2ccccc2)C1=O | -7 | -5% | i | -5% | -6% | -13% | -1% | -1% | -10%
44 | COc1cc2c(cc1NC(=O)CSc1nnc(Cc3cccs3)n1C)oc1ccccc12 | -11 | ? | i | -2% | 2% | -12% | -10% | 6% | -2%
45 | CCc1ccc(OCC(=O)NNCC(=O)Nc2ccc(OC)cc2)cc1 | -19 | 22% | 7% | -10% | nt | -9% | nt | nt | -6%
46 | COC(=O)C(OC(=O)c1ccc(OC)cc1)C(=O)OC | 3 | 17% | 2% | -7% | 3% | -8% | -8% | 2% | 5%

From no. 1 as far as 5, as listed above:
No. | Structure | RXFP1 antagonist | POLI inh | Tb PGK inh | Pol kappa inh | BLM inh | Pol eta inh | Anesthetic bind | Pol beta inh | APEX1 inh
1 | COc1ccc2cc(CNc3ccc(C)cc3)c(=O)n(CC(=O)Nc3cccc(Cl)c3C)c2c1 | nt | -19% | -2% | -8% | -2% | -5% | -8% | 3% | nt
2 | Cc1nn(C)c(C(=O)Nc2cccc(CN3CCOCC3)c2)c1Br | 1 | 3% | 5% | -15% | 4% | -12% | 7% | 13% | -2%
3 | O=C(Cc1ccc(Cl)cc1)Nc1cccnc1 | -6 | 2% | -9% | 4% | -3% | -11% | -1% | 7% | 33%
4 | Clc1cc2nc[nH]c2cc1Cl | 2 | 66%[activator] | -1% | 0% | 1% | -20% | -8% | -11% | 1%
5 | COc1ccc(/C=C/c2nc(C)c(-c3ccccc3)c(=O)[nH]2)cc1OC | 0 | 13% | i | -11%[60.1 µM] | 0% | -18% | -7% | 2% | 1%
